Hsp90 inh: displaces geldanamycin probe from tumor Hsp90; inhibition, % at 30 µM; NCI-N417 lysate Hsp90, Cy3B-geldanamycin FP displacement; P07900; hit rate 0.35% among 64,000; AID 429;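 active = inhibition above 50%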;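 note: 0% = tracer plus lysate wells and 100% = tracer alone without lysate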
HER2 expr 66K: Her2 kinase expression inhibition; HER2 level % of control, % at 10 µM; P04626; SKBR-3 HER2 protein level, AlphaScreen, 18-24 h; active compounds read low; hit rate 0.69% among 65,000;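 active = HER2 level under 5% of the carrier-only control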;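 note: 100% = DMSO carrier and 0% = 500 nM PU-H71 HSP90 inhibitor; lower value means stronger loss of Her2 protein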
M1 agonist: activates the M1 muscarinic receptor | CHO-M1 cells, Fluo-4 calcium fluorescence, agonist mode; active compounds read high | B-score at 10 µM | hit rate 3% among 64,000;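 active = fluorescence rise, raw or as B-score row- and column-corrected plate score, outside the 99.7% band of its plate's samples, either direction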
M1 antagonist: antagonists of rat M1 muscarinic receptor | CHO-M1 cells, Fluo-4 calcium, ACh EC80 antagonist mode; active compounds read low | hit rate 3.4% among 64,000 | P08482 | AID 628 | B-score at 10 µM;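 active = calcium fluorescence response, raw or row-and-column corrected B-score, differing from the plate sample mean either way at a set confidence level, mostly lower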
NADH enzymes: inhibitors of enzymes used to reach an NAD/NADH endpoint | AID 774 | coupled PK/LDH NADH assays, four targets | IC50, µM (series often up to 10 µM), without a hit: at the top dose inhibition | hit rate 0.02% among 65,000;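 active = single-dose screening hits from any of four coupled enzyme assays that gave an IC50 when retested across doses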;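 note: the DPM-DC format reads NADH fluorescence rather than 340 nm absorbance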
D1 mod: allosterically modulates the human D1 dopamine receptor; HEK293 D1, CRE-luciferase, dopamine EC30 potentiation; actives deviate in either direction; hit rate 5.9% among 58,000; B-score at 10 µM;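 active = luminescence count or its row- and column-corrected plate score outside the 99.7% band of the plate's sample wells, on either side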
5HT1a ag: agonists of human 5-HT1a serotonin receptor; hit rate 0.56% among 65,000; P08908; CHO 5-HT1a Ga15 NFAT-bla reporter, FRET ratio; 0% basal, 100% maximal reference agonist; activation, % at 10 µM;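 active = activation above the screen-wide mean activation plus 3 SD, cut at about 19% in these data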;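 note: 0% = DMSO wells and 100% = 5-CT at EC100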
Fluor 339 460: intrinsic fluorescence of library compounds, ex339/em460 – biochemical, MLSMR library, data from DPM-DC assay, artefact control, profiling panel; hit rate 5.5% among 65,000; fluorescence fold increase at 10 µM; compound autofluorescence, ex339/em460 nm, NADH buffer; active compounds read high; 1 = no-compound wells, NADH background; AID 709;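 active = at 10 µM, mean starting fluorescence two-fold or more over control wells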;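 note: signal is the first read of a kinetic run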
Ec RNAP inh: blocks E. coli RNA polymerase transcription; fluorescence transcription assay; inhibition, %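 (tested at 10 µM)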; hit rate 0.2% among 62,000; P0A8V2; AID 559; in the data active = inhibition above about 20%;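 note: 0% = enzyme without compound and 100% = no enzyme blank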
Target sequence (P0A8V2 whole entry, looked up): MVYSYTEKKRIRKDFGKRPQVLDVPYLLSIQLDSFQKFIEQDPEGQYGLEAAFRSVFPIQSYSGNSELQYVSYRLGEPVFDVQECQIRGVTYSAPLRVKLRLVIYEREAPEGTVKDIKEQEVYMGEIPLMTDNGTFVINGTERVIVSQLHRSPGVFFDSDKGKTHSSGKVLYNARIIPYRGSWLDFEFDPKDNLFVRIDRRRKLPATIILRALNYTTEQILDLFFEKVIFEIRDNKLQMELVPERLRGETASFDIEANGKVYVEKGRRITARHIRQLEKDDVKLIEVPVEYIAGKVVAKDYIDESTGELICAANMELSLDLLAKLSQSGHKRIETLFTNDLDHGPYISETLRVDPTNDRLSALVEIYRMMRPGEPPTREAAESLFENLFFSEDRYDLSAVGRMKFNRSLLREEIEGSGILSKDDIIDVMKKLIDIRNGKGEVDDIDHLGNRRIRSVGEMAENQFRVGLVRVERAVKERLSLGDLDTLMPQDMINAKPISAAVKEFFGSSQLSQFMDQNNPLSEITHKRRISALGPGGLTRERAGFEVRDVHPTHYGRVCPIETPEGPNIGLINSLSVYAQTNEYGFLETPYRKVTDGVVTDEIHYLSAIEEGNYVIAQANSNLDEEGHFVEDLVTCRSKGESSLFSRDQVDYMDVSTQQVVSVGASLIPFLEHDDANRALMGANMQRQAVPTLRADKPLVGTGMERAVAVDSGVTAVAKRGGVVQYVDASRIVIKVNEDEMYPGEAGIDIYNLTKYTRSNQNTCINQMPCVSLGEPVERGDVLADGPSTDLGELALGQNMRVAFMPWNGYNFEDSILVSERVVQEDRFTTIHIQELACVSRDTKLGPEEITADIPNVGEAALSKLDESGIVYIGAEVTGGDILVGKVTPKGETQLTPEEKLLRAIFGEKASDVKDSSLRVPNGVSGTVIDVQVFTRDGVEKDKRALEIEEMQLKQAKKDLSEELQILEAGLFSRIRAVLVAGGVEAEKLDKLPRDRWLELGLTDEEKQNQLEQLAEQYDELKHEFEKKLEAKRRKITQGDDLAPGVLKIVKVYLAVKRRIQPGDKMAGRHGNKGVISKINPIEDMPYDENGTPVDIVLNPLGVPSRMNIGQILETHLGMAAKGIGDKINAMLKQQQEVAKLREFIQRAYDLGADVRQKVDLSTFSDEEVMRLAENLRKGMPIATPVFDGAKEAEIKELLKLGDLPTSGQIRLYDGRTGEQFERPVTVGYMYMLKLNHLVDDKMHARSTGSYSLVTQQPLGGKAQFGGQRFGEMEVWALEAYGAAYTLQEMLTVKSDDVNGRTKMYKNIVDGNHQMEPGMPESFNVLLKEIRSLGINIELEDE
The depositor's hits bear a star; . = no result given; [ ] = dose if it differs, or a comment.

SMILES	Hsp90 inh	HER2 expr 66K	M1 agonist	M1 antagonist	NADH enzymes	D1 mod	5HT1a ag	Fluor 339 460	Ec RNAP inh
CC(C)n1c(SCC(=O)N2CCCC2)nc2c1c(=O)n(C)c(=O)n2C	-2	99	0.51	0.42	7%	6.4*	2.1	1.1	8
CCOc1ccc(C2C(C(=O)O)c3ccccc3C(=O)N2CCN2CCOCC2)cc1 (centres undefined)	-1	65	0.04	0.55	2%	-0.74	-5.0	0.96	8
CCN1CCN(C(=O)Cn2c(=O)sc3ccccc32)CC1	-4	106	0.15	-0.66	4%	-0.56	-1.6	1.1	9
O=C(CCCSc1nc2ccccc2s1)Nc1nccs1	-4	81	-0.048	-2.7*	3%	2.1	-1.4	1.1	6
COc1ccc(C(=O)NCc2cn3cccc(C)c3n2)cc1OC	-6	91	-0.19	-0.15	8%	1.5	0.6	1	6
Cc1ccc(Cl)cc1N1CCN(C(=O)c2cc3c(=O)n(C)c4ccccc4c3n2C)CC1	1	54	7.4*	-1.7	8%	-4*	-0.4	1.1	-2
O=C(Nc1ccc2c(c1)OCCO2)C1CCCN(S(=O)(=O)Cc2ccccc2)C1 (centres undefined)	3	80	-0.51	-0.66	5%	-0.8	-2.9	1.1	2
CCOc1ccc(S(=O)(=O)N(CC(=O)O)c2ccccc2)cc1	1	80	0.25	0.16	1%	0.65	-2.1	1.1	-10
O=C(C1CCC(=O)N1C1CCCCC1)N1CCN(c2ccc(F)cc2)CC1 (centres undefined)	1	88	0.22	0.31	6%	0.98	-3.2	1.1	4
O=C(CCSc1ccccc1)NCCN1CCOCC1	-13	104	-0.27	-0.026	3%	-0.087	-1.5	1.1	2
COc1ccc(C2CC(=O)c3cnc(NC(=O)c4ccccc4OC)nc3C2)c(OC)c1 (centres undefined)	-6	41	2.9	1.3	2%	6.5*	-0.9	1.1	-1
COc1cc(OC)c(C(=O)Oc2ccc3c(c2)OCO3)cc1OC	0	110	-0.073	-0.55	9%	-0.12	-4.2	1	11
O=C(O)CCCC(=O)OCCCCc1cccs1	0	105	0.2	0.45	3%	2.1	-0.9	1.1	0
CCOC(=O)C1=C(N)Oc2cc(O)ccc2C1c1cccnc1 (centres undefined)	-1	115	-0.15	-1.6	7%	0.0071	0.2	1.1	9
Cc1cc(NC(=O)c2ccccc2F)n(-c2nc3ccccc3[nH]2)n1	0	49	-0.23	-0.14	2%	3.9	0.2	1.4	.
O=C(Nc1cccc(NC(=O)c2ccc(-c3cccc(Br)c3)o2)c1)c1ccco1	-6	90	7.8*	-1.8	4%	-3.4*	1.0	1.3	9
O=C(NCC1COc2ccccc2O1)C1CCC(CNc2c(N3CCCCC3)c(=O)c2=O)CC1 (centres undefined)	-2	78	0.84	0.071	4%	.	-0.7	1.1	5
Cc1ccccc1N1C(=O)C2ON(c3ccccc3)C(c3ccncc3)C2C1=O (centres undefined)	0	75	-0.017	-0.29	6%	.	0.9	1	.
FC(F)(F)c1cc(-c2ccco2)nc(NCc2cccnc2)n1	.	37	-1.1	0.75	9%	.	-1.2	1.6	0
CCn1c(CNc2ccccc2Cl)nnc1SCC(=O)OC1CCCCC1	-4	73	0.55	-4.7*	9%	-0.55	-4.2	1.1	5
O=C1C(=O)N(CCN2CCOCC2)C(c2ccccn2)/C1=C(/O)c1ccccc1 (centres undefined)	-2	87	-0.047	-0.15	4%	0.26	2.2	1	-1
COC(=O)c1ccc(OC)c(CSc2nnc(COc3ccccc3)o2)c1	-3	115	0.68	-0.41	2%	-0.56	-3.1	1.1	1
N#Cc1ccc(CSc2ncnc3c2cnn3Cc2ccccc2)cc1	-2	69	-0.53	0.071	4%	0.82	-0.9	1.1	5
Cc1nc2c(C)cccn2c1/C(O)=C1\C(=O)C(=O)N(CCN(C)C)C1c1ccncc1 (centres undefined)	-4	67	-0.4	-0.9	6%	-0.013	-2.1	1.1	9
CCn1cc(Br)c(C(=O)Nc2ccc(OC)cc2)n1	-7	.	0.051	-0.39	7%	-0.12	-2.0	1.1	0

Exported with values under each structure: 4 of the compounds above.
Order of results: Hsp90 inh	HER2 expr 66K	M1 agonist	M1 antagonist	NADH enzymes	D1 mod	5HT1a ag	Fluor 339 460	Ec RNAP inh
- O=C(CCSc1ccccc1)NCCN1CCOCC1
    -13	104	-0.27	-0.026	3%	-0.087	-1.5	1.1	2
- COc1ccc(C2CC(=O)c3cnc(NC(=O)c4ccccc4OC)nc3C2)c(OC)c1 (centres undefined)
    -6	41	2.9	1.3	2%	6.5*	-0.9	1.1	-1
- COc1cc(OC)c(C(=O)Oc2ccc3c(c2)OCO3)cc1OC
    0	110	-0.073	-0.55	9%	-0.12	-4.2	1	11
- O=C(O)CCCC(=O)OCCCCc1cccs1
    0	105	0.2	0.45	3%	2.1	-0.9	1.1	0

(next part)
SMILES	Hsp90 inh	HER2 expr 66K	M1 agonist	M1 antagonist	NADH enzymes	D1 mod	5HT1a ag	Fluor 339 460	Ec RNAP inh
Clc1ccc(-c2nnc3sc(-c4ccccn4)nn23)cc1	-5	108	-0.97	-0.53	2%	-0.12	-4.5	1.2	3
Cc1ccc(S(=O)(=O)N2c3ccc(S(N)(=O)=O)cc3CC2C)cc1 (centres undefined)	-2	91	.	.	9%	0.17	86*	1.1	3
O=C(CCN1C(=O)C2C3C=CC(C3)C2C1=O)NCc1cccnc1 (centres undefined)	0	103	-1.2	-0.56	2%	-0.12	0.4	1.1	-1
COc1cccc(C(c2nnnn2Cc2ccccc2)N2CCN(C(=O)c3ccco3)CC2)c1OC (centres undefined)	-1	127	-2.3*	-11*	4%	0.15	1.5	1.1	6
Cc1cc(N2CCOCC2)nc(SCC(=O)c2ccc(Cl)cc2)n1	-1	103	-0.0083	-0.5	16%	2.2	-4.6	0.74	4
O=C(CSc1nc(O)cc(=O)n1-c1ccccc1)NCc1ccccc1	2	76	-0.5	-0.23	5%	-0.37	-1.8	1.1	10
COc1ccc(OC)c(-c2cc(C(=O)N3CCN(c4ncccn4)CC3)c3ccccc3n2)c1	-9	95	7.8	-2.2	5%	-1.4	1.3	1.6	4
COc1cccc(NC(=O)c2ocnc2C)c1	-5	104	0.78	0.74	5%	-1.3	0.8	1.1	6
CCOC(=O)Cc1csc(Nc2c(C)n(C)n(-c3ccccc3)c2=O)n1	2	84	-1.9	-0.038	6%	-1.2	-1.6	1.1	6
CC(=O)NCCc1ccc(S(=O)(=O)N2CCOCC2)cc1	1	114	2.2*	0.75	1%	0.27	-2.0	1.1	1
FC(F)(F)c1cc(-c2ccco2)nc(NCc2ccco2)n1	-5	138	-1.2	0.76	3%	15*	2.4	1.1	2
O=C(CSCCO)Nc1cccc(C(F)(F)F)c1	-2	98	0.71	-0.82	4%	0.09	0.0	1.1	4
O=C(CSc1nc(-c2ccco2)cc(C(F)(F)F)n1)Nc1ccc2c(c1)OCO2	5	70	0.24	0.45	4%	1.1	0.2	1.1	.
COc1ccc(C(C#N)N2CCCCC2)cc1OC (centres undefined)	-1	107	-0.48	0.77	6%	2.4	0.9	1.1	3
Cc1ccc(NCc2nnc(SCC(=O)OC3CCCCC3)o2)c(C)c1	0	154	1.2	-0.052	4%	-0.1	-2.0	1.1	-9
NS(=O)(=O)c1ccc(NC(=O)CSC2=NC(=O)C(c3ccccc3)C(=O)N2)cc1 (centres undefined)	-3	94	0.81	0.15	2%	0.3	-1.7	1.1	1
O=C(C1CCCCC1)N1CCN(c2ccccc2F)CC1	1	76	-0.79	-1	6%	1.7	1.5	1.1	8
O=C(O)C1CCCCC1C(=O)N1CC=C(c2ccccc2)CC1 (centres undefined)	-6	109	-0.11	-0.7	5%	-0.68	5.9	1.1	4
COc1cc(CCC(=O)OCC(=O)Nc2ncc(Cl)cc2Cl)cc(OC)c1OC	-6	110	-0.88	-0.14	3%	0.27	-1.6	1.1	4
CC(=O)c1cccc(NC(=O)Nc2c(C)nn(C)c2C)c1	-3	81	-1.1	0.13	5%	2.1	-3.0	1.1	4
O=C(O)CCC(=O)Nc1ccc(N2CCCCCC2)cc1	-11	115	-0.096	0.5	7%	-0.93	-1.7	1.1	4
CN(C)C=NCCn1c(N2CCOCC2)nc2c1c(=O)n(C)c(=O)n2C	-3	113	0.7	-0.99	1%	-3.8*	-3.5	1.1	-2
CCCn1c(=O)c2ccccc2n2c(SCC(=O)Nc3cc(C)on3)nnc12	-2	99	0.56	-0.41	6%	0.73	-0.9	1.1	1
CCOCCN(C(=O)COC)c1cccc(OC)c1	-5	135	-0.65	-0.29	9%	.	2.1	1.1	11
CCOC(=O)C1=C(C)N(C)C(=O)NC1c1cccc(O)c1 (centres undefined)	-4	122	-0.11	1.1	1%	-0.4	4.8	1.1	1

Records above marked active in 5HT1a ag:
| structure | HER2 expr 66K | M1 agonist | M1 antagonist | NADH enzymes | D1 mod | 5HT1a ag | Fluor 339 460 | Ec RNAP inh |
| --- | --- | --- | --- | --- | --- | --- | --- | --- |
| Cc1ccc(S(=O)(=O)N2c3ccc(S(N)(=O)=O)cc3CC2C)cc1 (centres undefined) | 91 | . | . | 9% | 0.17 | 86* | 1.1 | 3 |

Next section.
SMILES	Hsp90 inh	HER2 expr 66K	M1 agonist	M1 antagonist	NADH enzymes	D1 mod	5HT1a ag	Fluor 339 460	Ec RNAP inh
CC(C)Sc1nc2c(cnn2-c2ccc(F)cc2)c(=O)[nH]1	-1	105	-1.2	0.5	0%	.	-5.0	1.1	10
O=C(COc1cc(Cl)c(Cl)cc1Cl)NCCN1CCOCC1	-8	87	0.36	-0.44	5%	1.6	-0.5	1.1	11
C=CCn1c(CCNC(=O)C(C)(C)C)nc2ccccc21	.	150	0.45	0.69	4%	-0.2	1.7	1.1	2
O=C(CCNS(=O)(=O)c1ccc2c(c1)CCC(=O)N2)NCc1ccc2c(c1)OCO2	-2	92	0.14	-0.062	5%	2.9*	-2.2	1.1	5
COC(=O)c1[nH]nc2c1C(=O)N(Cc1ccccc1)C2=O	0	121	0.09	0.91	7%	.	-1.8	1.1	0
CCCC(=O)N1CCN(S(=O)(=O)c2cc(Cl)ccc2OC)CC1	-4	83	0.033	-0.22	3%[fluoresces]	-0.018	-1.9	5.1*	8
COc1ccc(Br)cc1-c1noc(-c2ccccc2F)n1	-1	54	0.18	0.54	6%	0.052	-0.2	1.1	-10
COc1cccc(C2/C(=C(\O)c3ccc4c(c3)OCCO4)C(=O)C(=O)N2CCCN(C)C)c1OC (centres undefined)	-2	98	0.21	-0.0036	4%	.	-2.8	1.1	.
Cc1occc1-c1nnc(SCc2nnc(-c3ccc(Cl)cc3)o2)n1C	-6	110	0.68	0.38	9%	0.11	0.8	1.1	-4
O=C(CCn1c(=S)[nH]c2cc3c(cc2c1=O)OCO3)N1CCN(C2CCCCC2)CC1	-4	130	-0.89	-0.0094	2%	0.036	0.8	1	1
CCN(C1CCCCC1)S(=O)(=O)c1cn(C)c(=O)n(C)c1=O	-4	89	2.1	0.078	3%	-0.53	-3.0	1.1	1
O=C(CS(=O)(=O)c1ccccc1)Nc1nc(-c2ccccc2)cs1	-2	86	2.8	-0.87	6%	.	0.3	1.1	7
COc1ccc(CCNc2cc(=O)[nH]c(N)n2)cc1	-5	60	-0.2	0.73	9%	0.056	-5.5	1.1	3
c1ccc(-n2ncc3c2ncn2c(C4CCCCC4)nnc32)cc1	.	86	-1.3	0.31	2%	-0.55	1.4	1	-3
COc1cccc(CN2CCNC(=O)C2CC(=O)O)c1OC (centres undefined)	-2	74	0.032	0.81	1%	-0.22	-1.6	1.1	-2
O=C(NCc1nc2ccccc2[nH]1)c1cc2ccccc2oc1=O	0	115	-0.51	0.18	7%	0.12	1.1	1.4	6
O=C(Cn1nnc(-c2ccccc2-n2cnnn2)n1)N1CCCCC1	-4	126	-0.62	-0.46	8%	-0.1	-1.3	1.1	7
O=S(=O)(CCN(CCS(=O)(=O)C(F)(F)F)CC1CCCO1)C(F)(F)F (centres undefined)	1	20	0.37	-0.024	4%	-2.2	-0.2	1.1	-4
CC(=O)NC(C)C(=O)OCC(=O)c1ccc(Cl)s1 (centres undefined)	-8	58	-0.11	-0.72	6%	-0.54	-2.1	0.97	5

Copied from the list:
Fluor 339 460, `C=CCn1c(CCNC(=O)C(C)(C)C)nc2ccccc21` reads 1.1
D1 mod, `CCN(C1CCCCC1)S(=O)(=O)c1cn(C)c(=O)n(C)c1=O` reads -0.53

Compound activity as filed in PubChem.
